Compound activity deposited in PubChem BioAssay by National Center for Advancing Translational Sciences (NCATS).
PKM2 activator: activators of human pyruvate kinase M2 | P14618 | purified PKM2, Kinase-Glo ATP luminescence, activation; response scale: 0% is enzyme alone, no compound | Potency, µM (doses to about 57.5 µM), for the others: at the top dose activation, actives largely listed as activators | hit rate 0.34% among 260,000 | AID 1631; note: potency is the fitted concentration of half-maximal effect; % is set by controls: 0 for no effect and ±100 for the full control effect; nearly all actives have a fitted effect of over 55% in size
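Purified hPK-M2 (>95%) run at intermediate activity with 0.1 mM ADP and 0.5 mM PEP in 50 mM imidazole pH 7.2, KCl, MgCl2; 1 h room temperature. ATP formed read by Kinase-Glo luminescence; normalized to uninhibited and no-enzyme controls.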
Coupling enz: inhibits coupling enzyme system, counter-screen for aldolase hits; coupling enzyme system counterscreen, AmpLite Red fluorescence; activity change, negative = inhibition, % at 58.2 µM, hits read low; hit rate 0.67% among 290,000; in the data active = activity change below about -30%; note: % is set by controls: 0 for no effect and ±100 for the full control effect
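Coupling enzymes only (glyceraldehyde-3-phosphate) + compound, at 57.5 uM final, 10 min RT; add substrate/coupling/AmpLite Red mix, 20 min RT; fluorescence ex 525/em 598 nm. Actives flag coupling-system interference.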
S-ASM inh: inhibitors of human secretory acid sphingomyelinase; AID 504937; Potency, µM (highest dose often 57.5 µM), for inactives: at the highest dose activity change, negative = inhibition, usual class: inhibitors; placental ASM, HMU-PC fluorogenic substrate, 60 min; P17405; hit rate 0.006% among 340,000; note: potency is the fitted concentration of half-maximal effect
Target sequence (P17405 47-631 limits assumed): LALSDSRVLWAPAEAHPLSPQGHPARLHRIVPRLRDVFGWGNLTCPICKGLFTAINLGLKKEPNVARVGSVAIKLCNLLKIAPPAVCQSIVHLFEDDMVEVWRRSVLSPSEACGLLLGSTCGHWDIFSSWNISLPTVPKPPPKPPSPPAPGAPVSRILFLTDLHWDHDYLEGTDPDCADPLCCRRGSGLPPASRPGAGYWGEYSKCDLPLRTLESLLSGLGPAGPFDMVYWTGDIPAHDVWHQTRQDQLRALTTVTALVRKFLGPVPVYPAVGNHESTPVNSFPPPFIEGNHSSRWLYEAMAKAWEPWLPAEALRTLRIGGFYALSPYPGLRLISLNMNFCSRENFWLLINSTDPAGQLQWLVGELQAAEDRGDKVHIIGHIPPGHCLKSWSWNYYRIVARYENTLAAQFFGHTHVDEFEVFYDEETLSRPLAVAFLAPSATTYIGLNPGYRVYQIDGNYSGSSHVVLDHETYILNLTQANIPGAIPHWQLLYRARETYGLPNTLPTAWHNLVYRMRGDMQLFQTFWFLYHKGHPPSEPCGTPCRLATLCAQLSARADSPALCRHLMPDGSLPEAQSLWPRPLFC
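Fluorogenic HMU-PC substrate (9 uM final) is turned over by placental ASM in 60 min at 37 C after a 10 min compound preincubation. Reaction ended by alkaline stop (pH 10), with fluorescence read at 386/447 nm.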
GALK inhibitor: blocks human galactokinase activity; P51570; hit rate 0.007% among 270,000; Potency, µM (top dose mostly 57.5 µM), inactives show at the highest dose activity change, negative = inhibition, most hits filed as inhibitors; Purified GALK, Kinase-Glo residual ATP luminescence; note: potency is the fitted concentration of half-maximal effect; % is set by controls: 0 for no effect and ±100 for the full control effect
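The enzyme phosphorylates galactose (100 uM) using ATP (35 uM); inhibition is detected as higher residual ATP, quantified by bioluminescence after 1 h reaction at room temperature, pH 8.0.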
B2AR arrestin: beta2AR (human) beta-arrestin recruitment activity; P07550; Potency, µM (titrated, usually from 46.1 µM), inactives show top-dose activation, actives largely listed as activators; beta-arrestin recruitment to beta2AR, cell-based reporter; hit rate 0.02% among 330,000;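 note: potency is the fitted concentration of half-maximal effect; 0% = DMSO controls and full agonism = EC100 isoproterenol or metaproterenol; nearly all actives have a fitted effect of over 65% in size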
Menin-MLL TR inh: inhibitors of human menin-MLL interaction, mutant MLL peptide; AID 1768; Potency, µM (series often up to 61.6 µM), for the others: at the top dose FP activity change, negative = inhibition, most hits filed as inhibitors; hit rate 0.23% among 270,000; O00255; Menin + Texas Red MLL mutant peptide, fluorescence polarization; active = well fitted inhibition curve with a large enough effect in the polarisation, with a control signal flat, not every such curve was filed as active; inconclusive = small, poorly fitted or top-dose-only effect, or effect the other way, or a change in a side signal; inactive = no such curve, though single readings can be large or run the other way; the % refers to the polarisation; note: potency is the fitted concentration of half-maximal effect; % of control where 0% means no effect; many of its hits are not listed in these tables
Tb PFK block: inhibitors of T. brucei phosphofructokinase | T. brucei PFK, ADP-Glo luminescence | Potency, µM (doses to about 57.5 µM), for inactives: top-dose activity, negative = inhibition, usual class: inhibitors | hit rate 0.17% among 330,000 | AID 485367;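 note: potency is the fitted concentration of half-maximal effect; 0% = uninhibited 1x PFK enzyme wells and -100% = no-enzyme wells; nearly all actives have a fitted effect of over 60% in size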
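Compounds were pin-transferred as a titration series up to 57 uM into substrate buffer (0.5 mM F6P, 0.1 mM ATP, pH 8.0), then 1.25 nM PFK was added and reactions ran 45 min before ADP-Glo detection.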
TSG101-PTAP inh: blocks PTAP/TSG101 interaction to inhibit HIV-1 budding; Fluorescence polarization, FITC-PTAP peptide / Tsg101 binding; Potency, µM (doses to about 115 µM), for the others: top-dose activity change, negative = inhibition, most hits filed as inhibitors; 340,000 tested, under 10 active; AID 493005; active = well fitted inhibition curve with a large enough effect in the main read-out, with a control signal flat, not every such curve was filed as active; inconclusive = small, poorly fitted or top-dose-only effect, or effect the other way, or a change in a side signal; inactive = no such curve, though single readings can be large or run the other way; note: potency is the fitted concentration of half-maximal effect; % of control where 0% means no effect
Target sequence (Q99816 whole entry, looked up): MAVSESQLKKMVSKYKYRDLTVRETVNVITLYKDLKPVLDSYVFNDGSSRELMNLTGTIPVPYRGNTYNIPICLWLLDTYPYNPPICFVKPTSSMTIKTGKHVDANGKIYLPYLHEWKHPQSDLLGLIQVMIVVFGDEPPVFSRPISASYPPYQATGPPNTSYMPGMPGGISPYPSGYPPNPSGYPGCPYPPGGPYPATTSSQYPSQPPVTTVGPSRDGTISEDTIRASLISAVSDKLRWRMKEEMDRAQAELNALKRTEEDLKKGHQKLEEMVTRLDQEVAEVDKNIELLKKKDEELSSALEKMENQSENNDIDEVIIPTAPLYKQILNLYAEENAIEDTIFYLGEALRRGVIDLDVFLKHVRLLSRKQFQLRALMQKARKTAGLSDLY
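Fluorescence polarization binding of Tsg101 binding domain (10 uM final) to FITC-labeled PTAP peptide (50 nM final) in HEPES pH 7.5 buffer with NaCl, Tween 20, EDTA, TCEP. Compounds added before peptide; binding 20 min at RT.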
a7 integrin act: activates integrin-mediated alleviation for muscular dystrophy. Potency, µM (highest dose often 38.3 µM), inactives show top-dose activation, hits mostly activators. hit rate 0.064% among 350,000. AID 624291. alpha7betagal myoblasts, beta-gal FDG fluorescence, 48 h;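 note: potency is the fitted concentration of half-maximal effect; 100% = response of the positive control SU9516; nearly all actives have a fitted effect of over 60% in size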
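Alpha7betagal+/- myoblasts (passage 13) were plated 16-24 hr, then exposed to compounds (1:260 dilution of DMSO stock) for 48 hours at 37C. After MPER lysis, β-galactosidase reporter activity was read as FDG fluorescence (ex 480/em 540) after 30 minutes.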
Chronic BCR inh: inhibitors of chronic active B-cell receptor signaling. ABC-DLBCL IkBa-CBG/CBR reporter, luminescence ratio, 4 h. hit rate 0.05% among 340,000. AID 493014. Potency, µM (series often up to 46.1 µM), for the others: at the highest dose ratio change, negative = lower green/red ratio, actives largely listed as inhibitors; active = well fitted inhibition curve with a large enough effect in the signal ratio, with a control signal flat, not every such curve was filed as active; inconclusive = small, poorly fitted or top-dose-only effect, or effect the other way, or a change in a side signal; the % refers to the signal ratio;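 note: potency is the fitted concentration of half-maximal effect; plate controls were basal doxycycline-induced cells for no effect and cells given 10 µM MG132 for full effect; MG132 reads +100%, hits lower the ratio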
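TMD8 human ABC-DLBCL cells with doxycycline-inducible IκBα–green luciferase fusion and unfused red luciferase, in 0.5% FBS medium; compounds up to 46 uM, 4 h at 37C. Green/red luminescence ratio, filter-overlap corrected, fitted to concentration-response curves.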
Giardia killer: kills Giardia lamblia. Giardia lamblia trophozoite viability. activity change, % at 7.66 µM, hits read low. hit rate 0.15% among 340,000. AID 540267; in the data active = activity change below about -80%; inconclusive = between about -30% and that limit;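 note: parasites exposed to compound for two days anaerobically before the ATP read; % is set by controls: 0 for no effect and ±100 for the full control effect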
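Media and compound were dispensed first, then trophozoites at 100 cells/well; plates sat 48 hrs at 37 deg C without oxygen before ATP luminescence reagent was added and read after 15-30 min at room temperature.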
The depositor's hits bear a star; ? = inconclusive; / = no result given; [ ] = another dose, or the depositor's remark. Unless noted, calls come from the whole dose curve; as a rule, active = well fitted curve in the direction sought with a large enough effect; inconclusive = small, poorly fitted or top-dose-only effect, or another doubt; inactive = no such curve, though single readings can be large; an effect the other way counts as inactive or inconclusive. Some of the compounds tested, so the mix of outcomes need not match the whole.

Compound,PKM2 activator,Coupling enz,S-ASM inh,GALK inhibitor,B2AR arrestin,Menin-MLL TR inh,Tb PFK block,TSG101-PTAP inh,a7 integrin act,Chronic BCR inh,Giardia killer
Cc1cccc(NC(=O)CSc2cc(C)c(C#N)c3nc4ccccc4n23)c1,0%,1,41%,2%,-0.5%,/,-4%,-2%,-27%,-9%,-19
Cc1ccc(S(=O)(=O)/N=C(/c2ccc(F)cc2)N2CCCC2)cc1,3%,-11,4%,-3%,-0.6%,-4%,-6%,-2%,13%,12%,23
COc1ccc(/C=C(\C#N)C(=O)OCC(=O)N(C)C2CCS(=O)(=O)C2)cc1 (stereo unspecified),/,/,0%,/,-0.8%,/,-20%,1%,9%,6%,9
COc1ccc(CNC(=O)CN(c2cc(C)cc(C)c2)S(=O)(=O)c2c(C)noc2C)cc1,-17%,1,0%,1%,-1.0%,1%[11.7 µM],-2%,2%,0%,4%,7
O=S(=O)(NCc1cn2ccccc2n1)c1cccs1,-5%,-1,3%,-1%,-0.7%,/,-1%,1%,?,?,-3
O=C(Nc1cccc(F)c1)c1sc(Cl)nc1-c1ccccc1,-3%,1,-5%,-4%,-0.5%,2%,0%,-1%,-43%,7%,31[activator]
CC(C)(C)NC(=O)NC(=O)COC(=O)CNC(=O)C1CCCCC1,1%,2,1%,0%,-0.4%,1%,1%,-1%,-16%,-1%,-6
CC(=O)NC1CSCC1OC(C)=O (stereo unspecified),-9%,0,0%,3%,0.0%,16%,-2%,-1%,0%,4%,-11
Cc1nc(S(=O)(=O)Cc2ccccc2Cl)nc2c1CCC2,23%,6,2%,-2%,2.7%,-7%,1%,-6%,3%,?,-3
CCn1c(C)nnc1SCC(=O)Nc1ccc(Cl)cc1,1%,-3,7%,0%,-0.5%,14%,2%,-5%,?,0%,18
Cc1ccc2cc(C#N)c(NCc3ccco3)nc2c1,-1%,-3,259%[activator],-3%,-0.1%,7%,4%,1%,0%,?,-16
CC(C)N(CCCNC(=O)C1CCC(CNS(=O)(=O)c2ccccc2)CC1)Cc1ccccc1 (stereo unspecified),/,/,1%,1%,0.4%,/,0%,-1%,-49%[inhibitor],-1%,-2
CCN(CC(=O)NCc1ccc(Cl)cc1)S(=O)(=O)c1ccc(F)cc1,/,0,-1%,-3%,0.2%,-2%,0%,-2%,1%,?,10
O=c1c2ccccc2c(-c2cccc(C(F)(F)F)c2)nn1-c1ccccc1,-1%,0,-1%,/,-0.7%,/,-2%,-1%,-16%,-6%,2
COc1cccc(NC(=O)/C=C/c2ccco2)c1,-14%,-7,-1%,0%,-1.1%,?,-9%,4%,10%,?,-6
Cc1ccc(Oc2ccc3c(c2)C(=O)N(c2ccc(S(=O)(=O)Nc4nccs4)cc2)C3=O)cc1,4%,6,-7%,-2%,-0.4%,?,-2%,-14%,4%,?,10
CC1CCCC(C)N1Cc1cn2ccccc2n1 (stereo unspecified),-2%,1,-2%,1%,-0.1%,14%,-8%,-2%,-8%,3%,24
C=CC[C@@H](Cc1ccc(F)cc1)C(=O)OC[C@H]1CCCN1C(=O)[C@H](CC=C)CC(=O)NCCO,/,/,3%,/,0.0%,/,1%,2%,0%,0%,-7
CC1CC(C)CN(c2oc(-c3ccccc3F)nc2C#N)C1 (stereo unspecified),/,0,-3%,-1%,-1.5%,?,-5%,-2%,-13%,0%,-3
COc1ccc(-c2nnc3ccc(SCC(=O)Nc4nc5ccccc5s4)nn23)cc1OC,0%,0,-14%,1%,-0.2%,-14%,-1%,-2%,1%,?,-1
O=C(CSc1ccc(-c2cccnc2)nn1)Nc1ccc(F)cc1F,7%,/,1%,-5%,-0.8%,/,-10%,-1%,0%,2%,16
Cc1onc(-c2ccccc2)c1C(=O)Nc1ccc(OC(C)C)cc1,-7%,-2,-5%,-1%,-0.3%,-6%,0%,0%,4%,-6%,-9
O=C(NNc1cc(Cl)ccc1Cl)c1cccs1,3%,-2,-2%,-1%,0.1%,/,-10%,-2%,-54%[inhibitor],2%,10
COc1cc2cc(CCCOC(=O)c3cc(OC)c(OC)c(OC)c3)oc(=O)c2cc1OC,/,/,2%,/,-0.5%,/,9%,-7%,-27%,?,8
CCCOc1ccc(-c2csc(NC(=O)CN3C(=O)CCC3=O)n2)cc1,-11%,0,0%,-2%,0.0%,-1%,-21%,-9%,-17%,6%,-15

3 of the compounds above, as labelled records:
O=C(CSc1ccc(-c2cccnc2)nn1)Nc1ccc(F)cc1F
  PKM2 activator = 7%; Coupling enz = /; S-ASM inh = 1%; GALK inhibitor = -5%; B2AR arrestin = -0.8%; Menin-MLL TR inh = /; Tb PFK block = -10%; TSG101-PTAP inh = -1%; a7 integrin act = 0%; Chronic BCR inh = 2%; Giardia killer = 16
Cc1nc(S(=O)(=O)Cc2ccccc2Cl)nc2c1CCC2
  PKM2 activator = 23%; Coupling enz = 6; S-ASM inh = 2%; GALK inhibitor = -2%; B2AR arrestin = 2.7%; Menin-MLL TR inh = -7%; Tb PFK block = 1%; TSG101-PTAP inh = -6%; a7 integrin act = 3%; Chronic BCR inh = ?; Giardia killer = -3
COc1cc2cc(CCCOC(=O)c3cc(OC)c(OC)c(OC)c3)oc(=O)c2cc1OC
  PKM2 activator = /; Coupling enz = /; S-ASM inh = 2%; GALK inhibitor = /; B2AR arrestin = -0.5%; Menin-MLL TR inh = /; Tb PFK block = 9%; TSG101-PTAP inh = -7%; a7 integrin act = -27%; Chronic BCR inh = ?; Giardia killer = 8

Remaining list, next part.
Compound,PKM2 activator,Coupling enz,S-ASM inh,GALK inhibitor,B2AR arrestin,Menin-MLL TR inh,Tb PFK block,TSG101-PTAP inh,a7 integrin act,Chronic BCR inh,Giardia killer
C=CCNC(=O)COC(=O)/C=C/c1cccs1,5%,1,0%,-1%,-0.1%,2%,-6%,0%,-20%,4%,5
N=C1C2=C3Sc4ccccc4N3CCCC2=NN1c1cccc(S(=O)(=O)O)c1,12%,2,122%[activator],0%,0.1%,/,2%,-5%,3%,20%,3
Cc1ccc(C(=O)NCCc2nnc3ccc(N4CCCC4)nn23)cc1,1%,/,1%,-2%,-0.4%,/,0%,-3%,-22%,-1%,4
CC1(N2CCCCC2)CC2(O)C(=[N+]1[O-])CCC/C2=N\O (stereo unspecified),0%,-13,1%,0%,-0.9%,-5%,-2%,-5%,3%,8%,1
Cc1cc(NC(=O)CSCC(=O)OCC(=O)Nc2cc(C)c(C)cc2[N+](=O)[O-])no1,/,/,/,/,0.0%,/,0%,-8%,0%,?,-5
CCCc1cc(=O)oc2c3c(cc(OCC(=O)NCC4CCC(C(=O)O)CC4)c12)OC(C)(C)CC3 (stereo unspecified),-3%,0,77%[activator],/,-0.9%,11%,1%,0%,13%,?,5
CN(C)S(=O)(=O)c1cccc(C(=O)OCC(=O)Nc2ccccc2OC(F)F)c1,-13%,0,4%,1%,0.2%,-1%[11.7 µM],0%,-5%,26%,-1%,2
CC(C)n1c(COc2ccccc2)nc2ccccc21,1%,4,-2%,5%,-0.4%,-18%,-1%,-6%,0%,-4%,5
O=C(CSCc1ccc(Cl)cc1)Nc1ccccc1O,4%,-1,-3%,1%,-0.1%,?,-4%,1%,14%,-7%,6
O=C(O)c1ccc(/C=N/Nc2ccc(Cl)nn2)cc1,-22%,-1,-3%,7%,-0.8%,-15%,1%,-3%,13%,-19%,8
O=C(C1=C(O)C(=O)N(CC2CCCO2)C1c1cccnc1)c1ccco1 (stereo unspecified),2%,-3,-4%,-1%,-0.5%,?,0%,-4%,-24%,0%,-19
COc1cc(C(=O)NCC(c2ccco2)N2CCCC2)ccc1OCc1c(C)noc1C (stereo unspecified),0%,-1,4%,-3%,0.1%,0%,-11%,-6%,-2%,-7%,-12
COc1ccc(C(=O)C(CN2CCOCC2)c2ccccc2)cc1F (stereo unspecified),2%,-1,1%,-2%,-0.8%,0%,-2%,-4%,-46%[inhibitor],?,7
O=C(COc1ccccc1)NCC1CCCO1 (stereo unspecified),-15%,1,3%,1%,-0.2%,4%,-1%,-2%,23%,5%,-9
CCC(C)c1ccc(NC(=S)N2CCCC2)cc1 (stereo unspecified),-6%,/,0%,-5%,-0.2%,/,1%,-7%,-39%[inhibitor],2%,14
